HEK293 NOD2/NF-kB – NOD2 signaling inhibitors, cell-based, luminescence, uHTS, HEK293 (AID 1566); HEK293 NOD2/NF-kB luciferase reporter, luminescence; higher % means a stronger effect; inhibition, % at 4 µM; hits with a dose series show EC50 in µM; 0.63% of 290,000 active; note: many of its hits are not listed in these tables
Myeloid diff 2 – induction of myeloid progenitor differentiation, primary screen, cell-based, flow cytometry, MLPCN library | calls only at 10 µM | 1% of 360,000 active | ER-HoxA9 myeloid progenitors, lysozyme-GFP differentiation | AID 624256, 2012;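 active = normalized GFP-positive differentiation at or above the plate's own cutoff, the solvent-only control mean plus 3 SD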;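 note: cells exposed to compound for four days before flow analysis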
KOR beta-arrestin-1 – KOR antagonists, beta-arrestin recruitment, cell-based, luminescence, uHTS (AID 1778); KOR beta-arrestin recruitment, luminescence, antagonist mode; higher % means a stronger effect; 0.091% of 290,000 active; Kappa-type opioid receptor (Homo sapiens); inhibition, % at 10 µM, or IC50 in µM where a hit was titrated; note: strong numbers were not always called active
GPR35 antagonists – GPR35 antagonists blocking zaprinast-driven arrestin recruitment, primary screen, imaging, U2OS, beta-arrestin-GFP, zaprinast agonist (AID 2058) | G-protein coupled receptor 35 (Homo sapiens) | inhibition, % at 10 µM, or IC50 in µM where a hit was titrated | U2OS GPR35 beta-arrestin-GFP translocation imaging, zaprinast antagonism; higher % means a stronger effect | 0.052% of 290,000 active;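 active = inhibition of at least 50% with at least 30 cells and total cytoplasm GFP at most 10,000,000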
HIV peptide binding – inhibitors of HIV fusion peptide binding, primary screen, biochemical, uHTS, fluorescence dequenching (AID 1986); inhibition, % at 20 µM, or IC50 in µM where a hit was titrated; cell-free peptide binding, fluorescence dequenching, 30 min; higher % means a stronger effect; 0.3% of 290,000 active; in the data active = inhibition mostly above about 52%, no sharp cut-off; inactive = mostly below about 76%; note: some results filed as inactive read as strong as hits
GPR55 antagonists – GPR55 antagonists blocking LPI-driven arrestin recruitment, primary screen, imaging, U2OS, beta-arrestin-GFP, LPI agonist (AID 2013); inhibition, % at 10 µM; hits with a dose series show IC50 in µM; U2OS GPR55 beta-arrestin-GFP translocation imaging, LPI antagonism; higher % means a stronger effect; 0.13% of 290,000 active;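 active = spots per cell inhibited over 60%, with over 100 cells counted and total cytoplasm intensity under 500,000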;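 note: U2OS cells stably carrying GPR55 and arrestin-GFP stimulated by 5 µM LPI near EC80; imaged beta-arrestin-GFP aggregate spots per cell after agonist stimulation; plate controls were LPI-stimulated DMSO wells for no effect and DMSO wells without LPI for full effect; some results filed as inactive read as strong as hits; confirmed hits need IC50 under 10 µM and bright autofluorescent wells are also inconclusive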
GPR55 activation – GPR55 agonists via beta-arrestin recruitment, primary screen, imaging, U2OS cells, beta-arrestin-GFP redistribution (AID 1961). 0.048% of 290,000 active. U2OS GPR55 beta-arrestin-GFP redistribution imaging; higher % means a stronger effect. one-dose activation, % at 10 µM; EC50 in µM for titrated hits;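 active = activation above 40% with more than 50 cells counted in the well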;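 note: U2OS osteosarcoma cells stably expressing GPR55 and beta-arrestin-GFP; plate controls were DMSO negative control for no effect and LPI positive control for full effect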
NOD1 inhibition – NOD1 signaling inhibitors, primary screen, cell-based, luminescence, uHTS (AID 1578). inhibition, % at 4 µM, or EC50 in µM where a hit was titrated. 1% of 290,000 active. NOD1-driven NF-kB luciferase reporter cells, luminescence; higher % means a stronger effect; in the data active = inhibition mostly above about 36%, no sharp cut-off; inactive = mostly below about 34%;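 note: HEK-293T reporter cells stimulated with the NOD1 agonist gamma-tri-DAP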
KOR beta-arrestin-2 – KOR agonists, beta-arrestin recruitment, primary screen, cell-based, luminescence, uHTS (AID 1777); 0.02% of 280,000 active; activation, % at 10 µM; hits with a dose series show EC50 in µM; KOR beta-arrestin recruitment, luminescence; higher % means a stronger effect; in the data active = activation above about 50%, passing the limit was not always enough; note: a part of the inactive calls stands beside numbers as strong as those of hits
Myeloid diff 2 GFP+ MAC1+ % – also measured in Myeloid diff 2; calls as there; GFP+ MAC1+ double positive, %; measured here: differentiation confirmed by MAC1 staining
* = called active by the depositor; i = inactive; . = not tested or not shown; [ ] = another dose, or the depositor's remark. Cut-off read from the data, not from the text of the source, unless noted: active = inhibition above about 50%; inactive = the rest. An excerpt, so the mix of outcomes need not match the whole.

no.	smiles	HEK293 NOD2/NF-kB	Myeloid diff 2	Myeloid diff 2 GFP+ MAC1+ %	KOR beta-arrestin-1	GPR35 antagonists	HIV peptide binding	GPR55 antagonists	GPR55 activation	NOD1 inhibition	KOR beta-arrestin-2
1	CC1CCCN(CCCNC(=O)c2ccc(NC(=O)C3=CSCCO3)cc2)C1 (stereo unspecified)	14%	i	1.2	-12%	5%	0.1%	0%	-0.4%	-12%	3.4%
2	CC(NCC(=O)Nc1cc(Cl)cc(Cl)c1)c1ccccc1 (stereo unspecified)	-4%	i	0.3	15%	4%	1.1%	3%	0.3%	6%	-3.0%
3	C=CCn1c(SCc2nc3sc4c(c3c(=O)[nH]2)CCCC4)nc2ccccc2c1=O	4%	i	0.8	-33%	-8%	6.5%	5%	-0.4%	-37%	9.7%
4	FC(F)(F)c1cccc(NC(=S)NNC(=S)Nc2cccc(C(F)(F)F)c2)c1	2%	.	.	25%	2%	2.4%	5%	-0.2%	11%	0.1%
5	O=C(CCNC(=O)c1ccccc1Cl)Nc1ccccc1N1CCCC1	20%	i	1.0	-37%	6%	3.2%	-2%	-0.1%	-1%	4.6%
6	O=C(COc1ccc(/C=N/NC(=O)c2ccccc2Br)cc1)Nc1ccccc1	14%	i	0.3	-26%[20 µM]	-11%	-1.4%	-2%	0.0%	3%	-1.9%
7	O=[N+]([O-])c1ccc(/C=N/n2c(COc3ccccc3)n[nH]c2=S)cc1	11%	i	0.5	-18%	-12%	2.2%	10%	-0.1%	10%	5.2%
8	NC(=O)C1CC(=O)N(Cc2ccc3c(c2)OCO3)C(=Nc2ccccc2)S1 (stereo unspecified)	-30%	i	8.0	-18%	10%	14%	2%	-0.3%	-1%	1.8%
9	CCOC(=O)c1ccccc1NS(=O)(=O)c1ccccc1	2%	i	6.6	16%	1%	-1.5%	13%	-0.1%	3%	-3.2%
10	O=C(CCNC(=O)c1ccc(Cl)cc1)Nc1c(F)c(F)cc(F)c1F	8%	i	0.2	10%	-6%	0.8%	5%	-0.3%	1%	0.5%
11	O=C(CCC(=O)N1CCOc2ccccc21)NCCc1ccccc1	-3%	i	1.4	3%[20 µM]	39%	2.0%	0%	-0.1%	5%	9.5%
12	CCOC(=O)c1cccc(NC(=O)CSc2nnc(-c3ccoc3C)n2CCOC)c1	0%	i	1.1	-19%	25%	-1.0%	0%	-0.1%	3%	1.0%
13	COCCn1c(SCC(=O)Nc2ccc(S(=O)(=O)N3CCOCC3)cc2)nc2ccccc21	13%	i	2.6	24%	-7%	0.5%	8%	-0.1%	9%	-1.5%
14	COc1ccccc1NC(=O)N(Cc1ccc2c(c1)OCO2)Cc1nc2ccccc2c(=O)[nH]1	12%	i	0.8	-2%	-10%	0.8%	5%	-0.2%	-28%	-0.9%
15	O=C(c1cccs1)N1CCCC(N2CCN(c3cccc(C(F)(F)F)c3)CC2)C1 (stereo unspecified)	-9%	i	0.2	21%	10%	-0.8%	17%	-0.1%	-12%	-3.6%
16	COc1ccc(/C=C2\CCCc3c2nc2ccc(C)cc2c3C(=O)O)cc1O	13%	i	0.4	-2%	24%	3.7%	2%	-0.2%	-6%	-0.1%
17	O=C(Nc1ccc(Cl)cc1)NC1CCCCC1	-41%	i	0.5	5%	3%	-3.1%	14%	-0.1%	-25%	1.3%
18	CCOC(=O)c1sc(NC(=S)NC(=O)c2cccc(OC)c2)nc1C	28%	.	.	3%	-6%	1.0%	10%	-0.1%	-12%	-1.6%
19	COc1ccc(Cc2nnc(NC(=O)C3CC(=O)N(CCc4ccc(F)cc4)C3)s2)cc1OC (stereo unspecified)	7%	.	.	-12%	-8%	2.8%	1%	-0.1%	14%	1.0%
20	Cc1ccc2c(C)[nH]c(=O)cc2c1	22%	i	0.5	33%	2%	-1.7%	7%	-0.1%	9%	-4.7%
21	Fc1ccccc1C(c1nnnn1Cc1ccc2c(c1)OCO2)N1CCN(Cc2ccccc2)CC1 (stereo unspecified)	0%	i	0.8	-12%	10%	-2.3%	-7%	-0.1%	-22%	1.9%
22	O=C(O)c1cnn2c(C(F)F)cc(C3CC3)nc12	-11%	i	2.8	-5%	1%	5.6%	-4%	0.0%	-31%	0.8%
23	CC(C)(C)NC(=O)Cn1c(Cl)nc2ccccc21	11%	i	0.6	.	0%	1.1%	3%	-0.1%	-32%	.
24	COc1ccc(NC(=S)NC(=O)c2cncc(Br)c2)c(OC)c1	14%	i	0.5	-16%	9%	0.8%	-6%	-0.1%	-8%	-5.1%
25	Cn1c(SCC(=O)Nc2ccc3c(c2)OCCO3)nnc1C1CC1	-8%	i	0.7	-38%	-8%	0.2%	2%	-0.1%	37%	4.7%
26	CCN(Cc1ccc(OC)c(F)c1)C(=O)C1CCCO1 (stereo unspecified)	-14%	i	0.3	-13%	-5%	-0.1%	0%	0.6%	-8%	-3.0%
27	Oc1cccc(C(O)CNCc2ccc(OCc3ccc(Cl)cc3Cl)cc2)c1 (stereo unspecified)	6%	i	0.9	-34%	-1%	-1.1%	-10%	-0.2%	-24%	103%*
28	O=C(CSc1nnc(-c2ccco2)o1)NC(=O)C1COc2ccccc2O1 (stereo unspecified)	15%	i	1.3	-65%	23%	0.8%	-9%	-0.3%	18%	8.4%
29	COc1ccc(C2(C)NC(=O)N(CC(=O)NCc3ccccc3)C2=O)cc1OC (stereo unspecified)	8%	i	1.2	-2%	-1%	-0.9%	-15%	0.6%	-11%	2.5%
30	Cc1ccc(Nc2c(-c3ccc(N(C)C)cc3)nc3ncccn23)cc1	27%	i	0.1	-10%	3%	-3.5%	3%	-0.2%	-5%	2.6%
31	O=C1c2ccccc2C(Nc2ccc3c(c2)OCCO3)N1Cc1ccccc1 (stereo unspecified)	-2%	i	3.5	-18%	0%	0.5%	-13%	-0.1%	3%	0.2%
32	COc1ccc(N(CC(=O)N/N=C/c2ccc(N(C)C)cc2)S(=O)(=O)c2ccccc2)cc1	-57%	i	0.1	-5%	-8%	-0.9%	-7%	-0.1%	0%	-0.3%
33	COC(=O)c1ccc(C2c3c(n[nH]c3C)C(=O)N2c2ccc(C)cc2)cc1 (stereo unspecified)	6%	i	3.4	30%	-24%	0.7%	23%	-0.2%	-4%	-10%
34	CCC(=O)c1cc(F)c(N2CCN(S(=O)(=O)c3ccccc3)CC2)cc1C	9%	i	1.9	-12%	-9%	0.4%	5%	-0.1%	7%	7.5%
35	Cc1ccc(C(=O)NCc2ccco2)cc1Br	-3%	i	1.1	-48%	13%	-3.2%	8%	0.2%	-3%	0.8%
36	C/C(Cl)=C/Cn1c(NCCCn2ccnc2)nc2c1c(=O)[nH]c(=O)n2C	-1%	i	1.0	-21%	-6%	-0.6%	4%	-0.1%	-40%	3.2%
37	Cc1ccc(NC(=O)Cc2ccc(-c3ccccc3)cc2)nc1	15%	i	1.4	-35%	3%	4.3%	4%	0.3%	-25%	6.8%
38	CN(C)c1cc(NC(=O)CNC(C)(C)C)c2ccccc2n1	14%	i	0.7	6%	-1%	1.9%	3%	-0.1%	-3%	3.4%
39	O=C(c1cc(Cl)ccc1OCc1ccccc1)N1CCOCC1	7%	.	.	-10%	-8%	0.9%	7%	0.2%	-28%	-4.4%
40	CCCS(=O)(=O)c1c(S(=O)(=O)CCC)c2c(N)cccn2c1C(=O)c1ccccc1	16%	i	0.9	24%	4%	0.1%	1%	-0.2%	2%	-7.3%
41	Cc1ccc(CS(=O)Cc2ccc(C(=O)N3CCN(c4ccccc4)CC3)o2)cc1 (stereo unspecified)	16%	i	3.6	-26%	5%	-0.8%	3%	-0.3%	-1%	-0.6%
42	COc1ccccc1NC(=O)CN(C)S(=O)(=O)c1cc(C)ccc1OC	4%	i	0.9	9%	-11%	-0.5%	-9%	0.3%	2%	2.9%
43	Cc1nc(CSc2ccc(Cl)cc2)cc(NCc2ccccc2)n1	4%	i	0.6	6%	0%	2.2%	-10%	-0.1%	1%	-5.4%
44	CN(Cc1cnn(C)c1)C(=O)c1cc(COc2c(F)cccc2F)on1	11%	i	0.0	-18%	18%	-0.3%	6%	-0.2%	-16%	-1.6%
45	N#Cc1ccccc1OCC(=O)NC(N)=O	8%	i	0.2	-1%	-1%	-1.9%	17%	0.6%	8%	-5.8%
46	CCOCCCNC(=O)c1ccc(-n2c(=S)[nH]c3ccccc3c2=O)cc1	9%	i	0.8	24%	20%	-1.4%	-2%	0.3%	-3%	-10%
47	CC(=O)N/N=C\c1ccccc1OC/C=C/c1ccccc1	-52%	i	1.9	30%	6%	-2.0%	18%	0.3%	12%	-3.5%
48	O=C(NCCO)C(=O)NCC1OCCCN1S(=O)(=O)c1cc(F)ccc1F (stereo unspecified)	-2%	i	0.4	16%	0%	-1.5%	16%	0.0%	-11%	-3.9%
49	OC(CNC1CCCCC1)CNC1CCCCC1	4%	i	0.2	-2%	-10%	1.0%	15%	0.5%	-1%	-1.1%
50	COc1ccc(C)cc1S(=O)(=O)N(C)CC(=O)NC1CCCCC1	12%	i	1.2	14%	-2%	2.0%	14%	0.5%	-6%	0.4%

Other compounds follow:
no.	smiles	HEK293 NOD2/NF-kB	Myeloid diff 2	Myeloid diff 2 GFP+ MAC1+ %	KOR beta-arrestin-1	GPR35 antagonists	HIV peptide binding	GPR55 antagonists	GPR55 activation	NOD1 inhibition	KOR beta-arrestin-2
51	CCCCN1C(=O)/C(=C/C=C2\SCCN2C)SC1=S	-99%	i	0.2	18%	-8%	141%	10%	-0.5%	-68%	-7.0%
52	O=C(c1cccnc1)N(c1cc2sc(=O)oc2c2ccccc12)S(=O)(=O)c1ccccc1	31%	i	0.5	-23%	-9%	18%	1%	0.6%	-13%	-0.1%
53	CCNC(=S)N/N=C(\C)c1ccco1	-11%	i	0.9	-3%	5%	1.8%	-23%	1.0%	-19%	3.0%
54	NC(=O)Cc1nc(-c2ccccc2)cs1	-11%	i	0.4	.	-2%	-1.0%	7%	-0.2%	-55%	-0.5%
55	CC1(C)C(=O)NCCN1C(=O)CCCC(=O)O	-19%	i	0.4	4%[20 µM]	28%	-1.2%	16%	-0.1%	3%	.

An excerpt of these results, in transposed form.
[53] CCNC(=S)N/N=C(\C)c1ccco1
[54] NC(=O)Cc1nc(-c2ccccc2)cs1
[55] CC1(C)C(=O)NCCN1C(=O)CCCC(=O)O

compound no. | 53 | 54 | 55
HEK293 NOD2/NF-kB | -11% | -11% | -19%
Myeloid diff 2 | i | i | i
Myeloid diff 2 GFP+ MAC1+ % | 0.9 | 0.4 | 0.4
KOR beta-arrestin-1 | -3% | . | 4%[20 µM]
GPR35 antagonists | 5% | -2% | 28%
HIV peptide binding | 1.8% | -1.0% | -1.2%
GPR55 antagonists | -23% | 7% | 16%
GPR55 activation | 1.0% | -0.2% | -0.1%
NOD1 inhibition | -19% | -55% | 3%
KOR beta-arrestin-2 | 3.0% | -0.5% | .

Compound activity (PubChem BioAssay)
